High-throughput results as filed in PubChem BioAssay.
MC4R antagonist: antagonists of human melanocortin 4 receptor (MC4R) | P32245 | MC4R-expressing cells, MTII-stimulated cAMP, LANCE TR-FRET | inhibition, % at 6.5 µM | 0.48% of 360,000 active;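 active = inhibition above its plate's cutoff, the mean of tested wells on that plate plus 3 SD, cut at about 29% in these data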;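 also: 0% = Melanotan II alone and 100% = Melanotan II plus saturating MCL0020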
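System: U2OS-MC4R stable cell line; Technique: Eu-cAMP/anti-cAMP TR-FRET, emission 671 nm; Repeats: single well per compound; Also added: Melanotan II; Dosing: one concentration, 6.5 µM nominal; Schedule: 30-min compound, 1-h challenge, 1-h detection, room temperature.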
ABCB6 inh MLPCN: human ABCB6 transporter inhibition; Q9NP58; K562-ABCB6 porphyrin accumulation, flow cytometry, 1 h; hits give low values; fluorescence ratio to DMSO, % at 10 µM; 0.19% of 360,000 active;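 active = fluorescence ratio to DMSO below 75%, the collection mean minus 3 SD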;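 also: signal is porphyrin accumulated inside mitochondria; 100% equals median channel fluorescence of DMSO control wells; lower ratio means ABCB6 inhibition with less porphyrin fluorescence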
ABHD5-PLIN5 inh: ABHD5-PLIN5 protein interaction inhibition; Split G. princeps luciferase complementation, luminescence, 4 h; inhibition, % at 4 µM; 0.78% of 360,000 active; AID 602281;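 active = inhibition above the mean inhibition across every tested compound plus 3 SD, cut at about 22% in these data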;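 also: 0% = DMSO only wells and the 100% control is not disclosed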
Cardio protect: myocardial damage modulation in H9c2 cells; H9c2 cardiomyocytes, H2O2 injury protection, ATPLite, 2 h; protection from H2O2 cell death, % at 20 µM; 0.63% of 360,000 active;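 active = compounds giving at least 50% protection of heart cells from peroxide-induced death in the single-dose screen, raw or plate-pattern-corrected value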;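 also: 0% = DMSO wells with peroxide and 100% = DMSO wells without peroxide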
m5-HT2A agonist: activates the mouse 5-HT2A serotonin receptor; CHO-K1 mHTR2A beta-arrestin complementation, luminescence; percent of 30 µM serotonin response; P35363; 0.66% of 360,000 active; activation, % at 7.6 µM; AID 624169;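 active = activation above a run cutoff, the mean activation of all tested compounds plus 3 SD, cut at about 14% in these data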;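 also: 0% = plate median of compound wells and 100% = 30 µM serotonin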
N-glyco inh: N-linked glycosylation inhibition. AID 588692. reporter increase, % at 12.5 µM. D54 ERlucT glycosylation luciferase reporter, 24 h; percent of 100 nM tunicamycin response. 0.23% of 360,000 active;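 active = mean luciferase reporter signal, scaled so untreated is 0 and the glycosylation-blocking control 100, at or above a set limit in every replicate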;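 also: luciferase carries N-glycosylation sites so blocking glycosylation raises the light; 0% = median of neutral control wells and 100% = median of 100 nM tunicamycin wells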
MC4R barr agon: agonists of human melanocortin 4 receptor (MC4R) beta-arrestin. P32245. 0.98% of 360,000 active. activation, % at 8.9 µM. U2OS MC4R beta-arrestin complementation, luminescence; percent of melanotan II response, DMSO zero;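 active = activation above a per-plate cutoff, the mean activation of sample wells on that plate plus 3 SD, cut at about 8% in these data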
NOD2 RIPK2 PPI: blocks binding of human NOD2 to RIPK2; O43353; CHO BLA complementation NOD2-RIPK2, CCF4 ratio; inhibition, % at 4.98 µM; 0.38% of 360,000 active; AID 624267; in the data active = inhibition above about 21%;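 also: 0% = vehicle only and 100% = reference blocker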
NCOA2 inhibitor: inhibits human steroid receptor coactivator 2; Q15596; HEK293 GAL4-SRC2 luciferase reporter, luminescence; inhibition, % at 9 µM; 0.17% of 370,000 active; AID 651957;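 active = inhibition above the mean inhibition of all tested compounds plus 3 SD, set per campaign, cut at about 52% in these data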;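 also: 0% = DMSO treated cells and 100% = cells given Gossypol at 36 µM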
Target sequence (Q15596 whole entry, looked up, the tested form may be a part): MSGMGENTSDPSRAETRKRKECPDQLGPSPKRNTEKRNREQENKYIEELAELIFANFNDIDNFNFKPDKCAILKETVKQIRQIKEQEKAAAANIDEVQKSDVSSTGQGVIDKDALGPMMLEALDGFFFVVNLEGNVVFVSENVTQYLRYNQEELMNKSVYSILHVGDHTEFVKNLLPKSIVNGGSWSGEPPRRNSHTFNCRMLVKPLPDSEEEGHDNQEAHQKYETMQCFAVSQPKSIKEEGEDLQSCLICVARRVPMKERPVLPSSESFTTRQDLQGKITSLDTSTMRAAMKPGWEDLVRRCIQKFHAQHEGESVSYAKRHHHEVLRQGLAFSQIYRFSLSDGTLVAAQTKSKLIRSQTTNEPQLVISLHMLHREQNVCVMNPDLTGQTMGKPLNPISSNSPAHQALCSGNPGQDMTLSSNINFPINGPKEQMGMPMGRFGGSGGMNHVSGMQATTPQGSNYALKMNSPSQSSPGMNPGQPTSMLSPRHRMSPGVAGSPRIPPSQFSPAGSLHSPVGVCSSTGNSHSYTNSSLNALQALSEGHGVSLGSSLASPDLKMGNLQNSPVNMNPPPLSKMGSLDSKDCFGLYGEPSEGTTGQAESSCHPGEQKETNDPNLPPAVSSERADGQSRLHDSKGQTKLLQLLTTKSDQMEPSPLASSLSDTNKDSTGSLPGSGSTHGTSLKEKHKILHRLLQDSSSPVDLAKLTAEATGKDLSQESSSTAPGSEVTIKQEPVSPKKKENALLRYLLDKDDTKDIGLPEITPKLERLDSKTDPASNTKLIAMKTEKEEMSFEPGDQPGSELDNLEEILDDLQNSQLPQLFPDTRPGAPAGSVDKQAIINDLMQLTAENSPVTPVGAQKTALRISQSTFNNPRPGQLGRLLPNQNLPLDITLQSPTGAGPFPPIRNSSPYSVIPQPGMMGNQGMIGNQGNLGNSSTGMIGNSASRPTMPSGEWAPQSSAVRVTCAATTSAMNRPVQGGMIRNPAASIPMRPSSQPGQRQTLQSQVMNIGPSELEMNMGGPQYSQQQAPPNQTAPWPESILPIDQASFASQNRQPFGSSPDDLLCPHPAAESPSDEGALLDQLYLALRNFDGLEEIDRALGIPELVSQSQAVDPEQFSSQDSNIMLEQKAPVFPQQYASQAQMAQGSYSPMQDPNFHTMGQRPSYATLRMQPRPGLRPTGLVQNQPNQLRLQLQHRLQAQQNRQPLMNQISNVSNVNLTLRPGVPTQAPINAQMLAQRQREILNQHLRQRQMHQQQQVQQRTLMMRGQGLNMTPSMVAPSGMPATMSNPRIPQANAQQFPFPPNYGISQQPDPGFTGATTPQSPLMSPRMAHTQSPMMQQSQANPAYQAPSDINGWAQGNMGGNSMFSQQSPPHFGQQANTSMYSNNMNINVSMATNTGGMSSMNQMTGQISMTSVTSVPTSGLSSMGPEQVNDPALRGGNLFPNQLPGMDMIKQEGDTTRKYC
TLR9-MyD88 inh: TLR9-MyD88 interaction inhibition | Q9NR96+Q99836 | CHO BLA complementation TLR9-MyD88, CCF4 FRET ratio | inhibition, % at 4.98 µM | 0.21% of 340,000 active;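 active = inhibition above the mean over all tested compounds plus 3 SD, cut at about 21% in these data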;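 also: 0% = DMSO only wells and 100% = clavulanate BLA inhibitor control wells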
* hit, by the source's call; . = not tested or not shown; & = joins results of further samples. A portion of the library. The share of hits here may be higher or lower than overall.

Every second line gives: ABHD5-PLIN5 inh	MC4R antagonist	m5-HT2A agonist	NCOA2 inhibitor	N-glyco inh	NOD2 RIPK2 PPI	MC4R barr agon	TLR9-MyD88 inh	ABCB6 inh MLPCN	Cardio protect
- CCn1nc(C(=O)NNS(=O)(=O)c2ccc(C)cc2)c2ccccc2c1=O
  2	8	4	-8	21	-10	-1.9	0	94	0
- Cc1ccc(CSCC(=O)NCCc2ccccc2)cc1
  -3	9	0	14	-2	1	-2.1	4	97	-2
- O=C1C(CSCc2ccccc2)NC(=S)N1c1ccccc1 (stereo not given)
  -5	-14	2	-58	7	0	-3.0	.	99	1
- Cc1ccc(S(=O)(=O)NCCCOC(=O)Nc2ccncc2)cc1
  -1	2	-2	-5	-1	-17	-0.7	-3	120	-4
- CCn1c(CC(=O)Nc2ccccc2)nnc1SCC(=O)Nc1nnc(C)s1
  -10	4	1	-8	-3	0	0.7	-1	99	7
- Cc1cccc(N(Cc2cc3ccc(C)cc3[nH]c2=O)S(=O)(=O)c2ccccc2)c1
  3	-5	-5	6	-2	-14	1.6	-3	100	-4
- CC(=O)c1ccc(NC(=S)NCC(c2ccco2)N2CCCC2)cc1 (stereo not given)
  -2	-1	-2	-12	1	1	-2.6	5	247	-1
- COc1ccc(CN2CC(C(=O)NCc3cccc(OC)c3)CC2=O)cc1 (stereo not given)
  1	6	-3	15	2	-23	-1.1	-1	107	-5
- CC1(C)COC(c2cccn2Cc2ccccc2Cl)=N1
  4	2	1	7	-1	-5	4.6	6	98	-9
- Cc1nc(NC(=O)CCc2ccccc2)ccc1Br
  -3	0	-7	-23	0	1	0.2	3	94	2
- Cc1ccc(OCC(=O)N/N=C/c2cccn2C)cc1C
  -1	20	2	10	0	7	1.2	-2	98	-12
- CCOC(=O)c1ccccc1NC1c2ccccc2C(=O)N1C1CCN(C(=O)OCC)CC1 (stereo not given)
  6	3	8	-9	-4	9	3.8	-10	100	19
- CCC1N=C(SC)NC(C)=C1C(=O)c1ccccc1 (stereo not given)
  4	16	-4	8	0	-5	0.1	6	100	5
- CSCC[C@H](NC(=O)Cc1c(C)c2c(cc(C)c3c(C)c(C)oc32)oc1=O)C(=O)O
  6	20	1	8	0	-4	0.3	-3	95	4
- CCc1c(C(=O)N2CCCN(C)CC2)csc1C
  9	-1	-4	-29	1	-8	-0.1	-3	91	-1
- CCO[C@H]1OC(C(=O)NCc2ccccc2)=C[C@@H](C(C)(C)C)[C@@H]1CCCO
  3	9	-2	7	2	-6	2.8	2	98	-1
- COC(=O)Nc1ccc(S(=O)(=O)Nc2cc(OC)nc(OC)n2)cc1
  0	6	1	-24	2	-1	-2.2	5	102	2
- COc1ccc(CCC(=O)Nc2ncc(C)s2)cc1OC
  -9	9	-2	23	5	7	-1.6	7	101	2
- COC(=O)N1C(=O)[C@@](c2ccc(OC)cc2)(C(C)C)N1C(=O)OC
  14	10	-7	.	-7	2	1.2	0	95	10
- O=CN1c2ccccc2CSc2ccccc21
  7	11	5	-24	-2	-16	1.2	.	95	2
- COC(=O)c1c(NC(=O)Cn2nc(C(F)F)cc2C(F)F)sc(C)c1C
  2	15	-2	-17	-2	-9	-0.4	2	94	-3
- C=CCN1C(=O)C(C)(C)N(C(=O)c2cccc([N+](=O)[O-])c2)c2ccccc21
  2	5	1	15	0	4	-0.6	1	98	-4
- NS(=O)(=O)c1ccc(CCNCC(=O)NC2CC2)cc1
  -4	1	3	12	-1	-3	-1.0	-7	100	-3
- C/C(N)=C(/C#N)C(=O)CSc1nnc(Nc2cccc(C)c2)s1
  -3&5	-2&-1	7&7	-33	-1&0	-5&1	-0.7&-0.1	-6	100&108	2&0
- CC(=O)c1c(C)[nH]c(C(=O)Nc2cccc(C)c2C)c1C
  5	2	5	-21	2	4	-0.2	4	100	12
- Cc1c(Cl)c([N+](=O)[O-])nn1CC(=O)NCC1CCCO1 (stereo not given)
  0	9	2	2	1	-7	-0.8	0	100	4
- Cc1cc(=O)c(C(=O)O)nn1-c1ccccc1Cl
  -1	-4	-3	-6	2	-3	-0.2	-5	171	6
- CN(Cc1cnn(-c2ccc(F)cc2)c1)Cc1nc(Cc2ccccc2)no1
  -5	12	-9	3	-1	-1	0.1	1	92	4
- Cn1nc(-c2ccc(Cl)cc2)c2cc(C(=O)NCc3ccco3)sc21
  12	28	8	-27	11	-3	1.5	-4	104	12
- COc1ccc(Cn2c(=O)[nH]c3cc(C(=O)N4CCN(c5ccccc5OC)CC4)ccc3c2=O)cc1
  3	2	-5	.	2	-4	-0.6	-1	95	-3

2 entries picked at random from those above:
Every second line gives: ABHD5-PLIN5 inh	MC4R antagonist	m5-HT2A agonist	NCOA2 inhibitor	N-glyco inh	NOD2 RIPK2 PPI	MC4R barr agon	TLR9-MyD88 inh	ABCB6 inh MLPCN	Cardio protect
- C=CCN1C(=O)C(C)(C)N(C(=O)c2cccc([N+](=O)[O-])c2)c2ccccc21
  2	5	1	15	0	4	-0.6	1	98	-4
- CSCC[C@H](NC(=O)Cc1c(C)c2c(cc(C)c3c(C)c(C)oc32)oc1=O)C(=O)O
  6	20	1	8	0	-4	0.3	-3	95	4

Next part
Every second line gives: ABHD5-PLIN5 inh	MC4R antagonist	m5-HT2A agonist	NCOA2 inhibitor	N-glyco inh	NOD2 RIPK2 PPI	MC4R barr agon	TLR9-MyD88 inh	ABCB6 inh MLPCN	Cardio protect
- Cc1ccc(-c2nnc(N3CCN(C(=O)COc4ccccc4)CC3)c3ccccc23)cc1
  0	3	4	-1	-3	4	-2.1	4	97	0
- COc1cccc(NC(=S)NCCCN2CCOCC2)c1
  -5	8	1	-6	4	2	-0.7	0	96	8
- CC1(C)NC(=O)NC2(C)NC(=O)NC(C)(C)C12 (stereo not given)
  3	10	0	-6	0	-2	-1.4	13	99	-6
- CCCCn1c(N)c(N(CC(C)C)C(=O)C2CSC3(C)CCC(=O)N23)c(=O)[nH]c1=O (stereo not given)
  -6	-4	10	2	0	6	-0.6	-3	98	8
- COc1ccc(/C=N/NC(=O)c2ccncc2)cc1CN1CCOCC1
  0	1	1	10	1	-22	-0.3	-1	100	0
- COC(=O)c1ccc(/C=C(\C#N)c2ccccn2)cc1
  1	3	-7	-19	3	10	-0.8	-1	99	-17
- COc1ccc(Cn2nnnc2C(C(C)C)N(Cc2ccco2)Cc2cccs2)cc1 (stereo not given)
  -6	2	-7	14	-7	-4	-2.3	-1	113	-12
- O=C(CSc1ccccc1C(=O)O)NCC1CCCCC1
  6	13	6	-14	0	-2	-3.6	-8	95	5
- Cc1ccc(S(=O)(=O)Oc2ccc(N3C(=O)C4C5CCC(C5)C4C3=O)cc2)cc1 (stereo not given)
  -5	0	-5	24	-5	4	-1.6	-1	94	-17
- CCN(CC)C(=O)c1nn(Cc2ccccc2)c(=O)c2ccccc12
  6	3	-7	6	-1	-11	-1.2	5	96	2
- CCOC(=O)C(C)N(c1ccccc1Cl)S(C)(=O)=O (stereo not given)
  7	2	-5	-11	-1	8	0.3	5	102	5
- COc1cccc2c1OCC(CN1CCN(C3CCCCC3)C(CCO)C1)=C2 (stereo not given)
  2	1	-2	-3	0	2	-0.7	-2	99	1
- C[C@@H](C(=O)Nc1ccc2ccccc2c1)[C@H]1C[C@]1(C)[C@H](NC(=O)OCc1ccccc1)c1ccccc1
  -16	14	0	-12	-9	1	-1.9	14	108	-7
- Clc1ccc(-c2csc(N3CCSCC3)n2)cc1
  -9	10	-2	-38	-4	-8	-1.5	-11	99	-2
- O=C(/C=C/c1ccco1)NCC(=O)N/N=C/c1ccccc1[N+](=O)[O-]
  9	-4	-3	5	5	-7	-2.5	5	92	-2
- O=C(CCc1nc(-c2ccc(F)cc2)no1)NCc1ccccc1CN1CCOCC1
  0	11	4	-15	-1	-16	-1.7	-4	97	14
- O=C1CSC(c2cccs2)N1c1ccccc1 (stereo not given)
  7	7	-2	-19	-3	-4	-0.9	-1	100	4
- O=C(CSc1nnc(CNc2ccccc2)o1)c1ccc2c(c1)OCCO2
  -2	5	2	7	4	-3	0.7	5	104	-5
- COc1cc(OC)c(NC(=O)CC(=O)Nc2cc(Cl)c(OC)cc2OC)cc1Cl
  6	15	4	-9	7	-5	1.1	-10	99	-5
- COc1cccc(-n2cc3c(c2-c2ccccc2)c(=O)n(C)c(=O)n3C)c1
  -1	-1	-4	4	1	-3	-0.2	-1	97	29
- O=C1C2C3C=CC(C3)C2C(=O)N1c1n[nH]c(-c2cccnc2)n1 (stereo not given)
  0	-7	0	-4	2	-13	-0.2	-10	92	-5
- CC(=O)NCC1CCCN(C(=O)c2oc3c(F)cccc3c2C)C1 (stereo not given)
  1	8	-1	-8	1	-4	-3.0	-4	94	3
- N#Cc1cnc(SCC(=O)N2CCCC2)nc1N
  1	-4	-2	-7	1	-5	-2.0	3	81	0
- CCN1CCSc2ccc(C(=O)NCc3ccccc3C)cc21
  -7	4	-2	25	0	4	-1.2	-5	98	7
- CC1CCCCN1C(=O)COC(=O)C1CCN(S(=O)(=O)c2ccc(Cl)c(C(F)(F)F)c2)CC1 (stereo not given)
  -1	4	11	15	0	4	-1.3	2	95	-5
- CC(C)CCN1CC(C(=O)N2CCN(c3ccc(F)cc3)CC2)CC1=O (stereo not given)
  -1	-7	-5	-7	-3	2	-0.3	-4	99	-2
- COc1cc(NC(=O)c2ccc(CNc3c(N4CCCC4)c(=O)c3=O)cc2)cc(OC)c1OC
  -2	16	-3	5	1	4	-2.6	13	91	1
- CCOC(=O)C1(Cc2ccccc2C(F)(F)F)CCN(C2CCN(C(C)=O)CC2)CC1
  5	13	-2	13	1	-13	-1.3	-16	99	-1
- COc1cc(-c2nc3ccc4ccccc4c3c3c2CCC3)ccc1O
  -6	12	-3	-8	0	3	-0.5	-26	102	0
- CCC(NC(=O)c1ccccc1NC(=O)c1ccc(C)cc1)C(=O)O (stereo not given)
  5	16	1	-14	1	2	-2.0	8	100	-7
- CC[C@]1(C(=O)OC)[C@H]2C(=O)N(Cc3ccccc3)C(=O)[C@H]2[C@H]2CN=C(SCC3CC3)N21
  1	-5	1	5	1	2	0.3	3	99	0
- O=C1c2ccccc2C(=O)N1CCN1CCc2ccccc21
  0	-1	-4	-24	1	-9	-1.4	3	118	4
- O=C(Nc1nccs1)c1ccc([N+](=O)[O-])cc1Cl
  0	3	11	-46	0	10	-0.6	-1	93	0
- CCCCCCN1C[C@H](n2cc(COC(=O)c3ccccc3)nn2)[C@@H](O)C[C@@H]1c1ccccc1
  -10	10	-3	-11	1	-4	0.0	-4	96	-22
- COc1ccc(NC(=O)Nc2nnc(Cc3ccccc3)s2)cc1
  -3	3	1	-6	3	6	5.1	1	100	-12
- O=C(NCCCN1CCN(c2ccc(F)cc2)CC1)NC12CC3CC(CC(C3)C1)C2
  12	2	-7	12	10	1	3.5	-1	88	4
- CC(C)(C)C1CCC(=NNc2ncc(C(F)(F)F)cc2Cl)CC1 (stereo not given)
  -3	-3	-4	5	0	0	2.6	1	96	9
- COc1cccc(COC(=O)c2cc(=O)[nH]c3ccc(S(=O)(=O)N4CCOCC4)cc23)c1OC
  10	-2	-3	2	3	-15	0.2	9	97	5
